# FUS suppressor – rescues growth of FUS-expressing yeast; 390,000 tested, 0.24% active; Potency, µM (doses to about 76.6 µM), inactives show at the top dose growth rescue (activation), most hits filed as activators; S. cerevisiae FUS-expressing, growth rescue, OD600, 24 h; AID 1347120;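 further: potency means the concentration at half of the fitted maximal effect; plate controls were DMSO vehicle for no effect and reference control for full effect; nearly all actives have a fitted effect of over 55% in size; some results filed as inactive show a strong effect at the top dose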
#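 Cultures pregrown in 2.5% raffinose medium are shifted to minimal medium containing 2% galactose to express toxic FUS. Compounds are tested at several concentrations. After 24hr at 30C, growth is quantified at 600 nm absorbance.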
# PI5P4Ka inh – PI5P4K alpha (human) kinase inhibition | 330,000 tested, 1.2% active | PI5P4Kalpha enzyme, ADP-Glo luminescence, 60 min; stronger effect = lower value | P48426 | max response, %; active means max response of -50% or lower; inconclusive means between -30% and -50%; inactive means -30% or higher; further: value at the top dose of about 77 µM; on the % scale 0 is the no-effect control and ±100 the full control effect
# Target sequence (P48426 whole entry, looked up): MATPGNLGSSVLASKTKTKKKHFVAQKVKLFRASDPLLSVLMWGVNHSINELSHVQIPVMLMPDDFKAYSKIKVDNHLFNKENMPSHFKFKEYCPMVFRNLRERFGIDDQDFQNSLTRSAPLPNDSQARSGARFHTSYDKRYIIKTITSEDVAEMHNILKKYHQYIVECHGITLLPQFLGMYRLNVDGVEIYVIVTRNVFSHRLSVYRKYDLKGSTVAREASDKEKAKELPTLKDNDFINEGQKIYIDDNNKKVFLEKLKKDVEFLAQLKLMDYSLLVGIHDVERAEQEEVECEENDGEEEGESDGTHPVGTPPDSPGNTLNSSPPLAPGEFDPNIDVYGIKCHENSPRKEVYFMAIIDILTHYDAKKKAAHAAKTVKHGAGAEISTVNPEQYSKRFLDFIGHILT
#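 Reactions run in 0.038 M HEPES pH 7.4, 0.28 mM EGTA, 0.1% CHAPS and 5% DMSO, with PI5P4Kalpha, substrate, compound and 5 microM ATP final, one hour at room temperature. Readout is ADP-Glo luminescence.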
# PLK1 PBD block – blocks phosphopeptide binding to human PLK1 polo-box domain | P53350 | 360,000 tested, 2.8% active | Potency, µM, for inactives: max response, negative = inhibition, hits mostly inhibitors | Plk1 PBD binding of FITC phosphopeptide, fluorescence polarization; further: potency means the concentration at half of the fitted maximal effect; series mostly up to about 57 µM; on the % scale 0 is the no-effect control and ±100 the full control effect; nearly all actives have a fitted effect of over 65% in size
# Target sequence (P53350 whole entry, looked up, the tested form may be a part): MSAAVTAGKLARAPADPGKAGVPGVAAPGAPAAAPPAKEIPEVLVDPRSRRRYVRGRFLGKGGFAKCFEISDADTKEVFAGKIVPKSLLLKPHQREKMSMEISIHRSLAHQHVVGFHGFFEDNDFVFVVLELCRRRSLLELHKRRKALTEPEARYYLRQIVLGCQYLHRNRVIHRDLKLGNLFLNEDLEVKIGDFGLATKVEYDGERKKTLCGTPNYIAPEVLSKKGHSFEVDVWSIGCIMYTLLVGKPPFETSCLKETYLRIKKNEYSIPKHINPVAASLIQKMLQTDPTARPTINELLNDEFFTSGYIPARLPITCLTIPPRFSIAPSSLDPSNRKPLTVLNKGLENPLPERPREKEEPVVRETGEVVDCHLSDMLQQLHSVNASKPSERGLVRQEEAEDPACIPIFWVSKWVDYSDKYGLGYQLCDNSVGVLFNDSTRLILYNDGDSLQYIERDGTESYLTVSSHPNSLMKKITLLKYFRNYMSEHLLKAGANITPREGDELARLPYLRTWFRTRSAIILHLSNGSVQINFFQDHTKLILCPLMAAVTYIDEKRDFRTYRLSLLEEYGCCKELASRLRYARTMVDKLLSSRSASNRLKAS
# WRN inhibitor – inhibitors of human WRN helicase. Potency, µM (doses to about 114 µM), for the others: at the top dose activity change, negative = inhibition, most hits filed as inhibitors. 360,000 tested, 0.46% active. Q14191. WRN helicase unwinding, fluorescent forked duplex, kinetic; further: potency means the concentration at half of the fitted maximal effect; on the % scale 0 is the no-effect control and ±100 the full control effect; nearly all actives have a fitted effect of over 55% in size
#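 WRN at 20 nM final preincubated with compound 15 min at room temperature; reaction started with 100 nM fluorophore/quencher forked duplex oligonucleotide and 2 mM ATP final. Unwinding followed kinetically by red fluorescence (ex 525, em 598 nm).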
# aSyn rescue – alpha-synuclein toxicity inhibition in yeast; Yeast expressing alpha-synuclein, growth rescue, BacTiter-Glo, 24 h; Potency, µM (titrated, usually from 46.1 µM), for inactives: at the highest dose growth rescue (activation), hits mostly activators; 370,000 tested, 0.14% active; further: potency means the concentration at half of the fitted maximal effect; % of control where 0% means no effect; nearly all actives have a fitted effect of over 65% in size
#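 Rescue of yeast growth: cells expressing toxic alpha-synuclein, induced in galactose at OD600 0.02, incubated with compound 24 h at 30 C. ATP luminescence quantified growth; inhibitors of toxicity appear as activators.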
# EPAC1 agonist – EPAC1 (human) agonism; EPAC1 agonist qHTS, biochemical assay; response scale: 100% = response to 6.5 mM cAMP; O95398; 360,000 tested, 0.073% active; AID 720707; Potency, µM (doses to about 154 µM), without a hit: top-dose activation, usual class: activators; further: potency means the concentration at half of the fitted maximal effect; nearly all actives have a fitted effect of over 60% in size
#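 Normalized to 6.5 mM cAMP, activity reflects EPAC1-catalysed release of BODIPY-GDP from Rap1B, followed kinetically over 30 min at 480 nm excitation, 540 nm emission. Reaction contained 100 nM EPAC1, 250 nM Rap1B-BODIPY-GDP, 50 uM GDP.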
# EPAC1 antag – EPAC1 (human) antagonism. 360,000 tested, 0.14% active. EPAC1 GEF assay, Rap1b-BODIPY-GDP exchange fluorescence. Potency, µM (titrated, usually from 115 µM), for inactives: at the top dose activity change, negative = inhibition, usual class: inhibitors. O95398;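 further: potency means the concentration at half of the fitted maximal effect; plate controls were vehicle for no effect and positive control for full effect; nearly all actives have a fitted effect of over 50% in size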
# Abeta yeast res – restores growth of yeast expressing A-beta42 peptide | yeast expressing A-beta42, growth rescue, OD600, 48 h; response scale: 0% DMSO, 100% iron-clioquinol control | Potency, µM (series often up to 46.1 µM), for inactives: at the top dose growth rescue, usual class: activators | 410,000 tested, 0.063% active | AID 1347071; further: potency means the concentration at half of the fitted maximal effect; nearly all actives have a fitted effect of over 55% in size
#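 Yeast growth medium received pinned compounds, then yeast cells expressing toxic A-beta were added; plates incubated at 30 C for 48 hr. Growth read as absorbance at 600 nm, normalized to DMSO and equimolar FeCl3 plus clioquinol controls.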
# IL-2 act – activates IL-2 in a cell-based reporter assay; IL-2 activation reporter assay, cell-based qHTS; stimulated with anti-CD3/CD4/CD28 beads; in transgenic mouse T cells; activation, % (series mostly up to about 46 µM); 360,000 tested, 0.065% active; AID 652025; in the data active means activation above about 50%; inconclusive means mostly about 30% to 49%; further: 0% is about no effect
#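 EGFP and DsRed fluorescence is measured by plate cytometry in unstimulated transgenic mouse T cells exposed to compound for 60 minutes, then stimulated 18 hours at 37 degrees C with anti-CD3/anti-CD4 beads plus anti-CD28.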
# * = called active by the depositor; ? = inconclusive; / = no result given; & = joins results of further samples; [ ] = another dose, or the depositor's remark. Unless noted, the call rests on the fitted dose curve; in most records, active means well fitted curve in the direction sought with a large enough effect; inconclusive means small, poorly fitted or top-dose-only effect, or another doubt; inactive means no such curve, though single readings can be large; an effect the other way counts as inactive or inconclusive. No enrichment for hits. Share with any hit: about 4.1%.
# Order of values: FUS suppressor	PI5P4Ka inh	PLK1 PBD block	WRN inhibitor	aSyn rescue	EPAC1 agonist	EPAC1 antag	Abeta yeast res	IL-2 act
- O=C(Nc1ccccc1F)c1oc2ccccc2c1NC(=O)C1CC1
→ -10%	1	-12%	-1%	-6%	5%	11%	18%	-2.6
- O=C(NCCCCNCCCNC(=O)c1ccccc1)c1ccccc1
→ -10%	1	-1%	8%	3%	-2%	15%	-3%	0.2
- Cc1ncsc1CCOC(=O)c1ccccc1
→ -9%	-5	-16%	-33%[57.1 µM]	13%	13%	-27%	-10%	-1.2
- COc1ccc(C(=O)C2CCCN(C(=O)c3ccoc3C)C2)cc1F (stereo not drawn)
→ 6%	1	-18%	-1%	3%	5%	-9%	-24%	5.0
- Cc1ccc(C2c3[nH]c4ccccc4c3C[C@H]3C(=O)N(c4ccccc4C(=O)N4CCC[C@H]4C(=O)O)C(=O)N23)cc1 (stereo partly drawn)
→ ?	-4	?	7%	0%	-20%	-9%	-5%	0.2
- COC1=CC(=O)C(O)=C(CCCCCCC/C=C/CCCCCCCC2=C(O)C(=O)C=C(OC)C2=O)C1=O
→ -9%	-75*	19µM*	35µM*	-21%	-13%	?	-30%	0.1
- CCCn1c(CN2CCN(C(=O)OCC)CC2)nc2cc(NC(C)=O)ccc21
→ -13%	-7	-10%	4%	-2%	-7%	-7%	-19%	0.1
- CN(C(=S)NC(=O)c1ccc(Br)o1)c1ccccc1
→ /	-6	-25%	-18%	-2%	0%	-13%	-5%	-0.2
- COc1ccc(NC(=O)CSc2nccn2Cc2ccccc2)c(OC)c1
→ ?	6	-7%	-23%	19%	6%	12%	?	-2.9
- COc1ccc(C)cc1NC(=O)CCCN1C(=O)CCC1=O
→ 24%	/	-11%	-1%	1%	7%	7%	8%	-1.3
- CCOC(=O)N1CCC(NC(=O)CCc2nc(-c3ccccc3F)no2)CC1
→ ?	-6	-5%	-6%	-1%	2%	9%	-3%	1.5
- Cc1[nH]c2ccc(F)cc2c1CCN(Cc1ccco1)C(=S)NC(C)(C)C
→ -29%	9	7%	-3%	3%	-7%	6%	-11%	2.5
- O=c1[nH]c(Cc2ccc(Cl)cc2)nc2ccccc12
→ 8%	-2	-7%	-8%	1%	-4%	-24%	-21%	0.7
- Cc1cccc(NC(=O)CN2CCN(C(=O)C(C)Oc3ccc(C#N)cc3)CC2)c1C (stereo not drawn)
→ 10%	-3	-6%	-3%	-10%	1%	8%	-9%	0.2
- COc1ccc(-c2sc3ccccc3c2/C=C/c2ccc(OC)c(OC)c2)cc1
→ 13%	8	-11%	-2%	-1%	-3%	0%	7%	1.9
- CC(C)(C)c1cnnn1-c1ccc(C=O)cc1
→ 8%	/	-10%	-4%	8%	2%	-1%	-1%	-1.9
- Cc1ccc2c(c1)c(-c1ccccc1)nc1nnnn12
→ -4%	?	24µM*	-9%	0%	0%	-8%	-15%	-2.9
- Cc1ccc(NC(=S)N2CCc3[nH]c4ccccc4c3C2)cc1
→ 26%	-7	0%	-13%	-3%	6%	-20%	-8%	-3.2
- COc1ccccc1N1CCN(C(=O)c2c(-c3ccccc3)noc2C)CC1
→ 17%	-7	4%	-5%	9%	2%	6%	10%	0.0
- CCOC(=O)/C(=C/Nc1ccc(F)cc1)[N+](=O)[O-]
→ 16%	-1	-13%	-4%	-5%	4%	-4%	-1%	1.1
- O=C(NC(=S)Nc1ccccc1N1CCCC1)c1ccco1
→ 20%	-7	?	8%	-7%	13%	18%	7%	-3.7
- CCOC(=O)C1=C(O)C(=O)NC(c2ccccc2)=C(OC2CCCCC2)C1
→ 10%	-6	0%	-24%[57.1 µM]	-1%	-19%	35%[activator]	10%	0.7
- CCOC(=O)c1c(/N=C/C2=C(O)CCCC2=O)sc(C)c1C
→ 26%	3	-3%	-9%	1%	-23%	5%	-11%	-0.3
- Cc1ccc2c(CN3CCN(c4ccccc4F)CC3)cc(=O)oc2c1
→ -3%	6	-2%	9%	-10%	-3%	-11%	-13%	0.1
- CCOC(=O)/C=C1\SCC(=O)N1CC(=O)NC(C)c1ccc(F)cc1 (stereo not drawn)
→ /	?	0%	-13%	2%	4%	12%	1%	0.1
- COc1ccc([N+](=O)[O-])cc1N(CC(O)CN(C)C)S(=O)(=O)c1ccccc1 (stereo not drawn)
→ /	1	2%	8%	3%	-6%	3%	5%	4.3
- O=C(COc1ccc(Br)cc1Cl)NC1CCN(Cc2ccccc2)CC1
→ -10%	-11	-2%	-6%	3%	-10%	-22%	-12%	-4.1
- CCOC(=O)c1ccc(Nc2cnc3ccccc3n2)cc1
→ 4%	12	1%	-4%	3%	5%	8%	6%	-0.3
- COc1cccc(C(=O)NN2C(=O)C3C4C=CC(O4)C3C2=O)c1 (stereo not drawn)
→ 3%	-12	5%	-6%	0%	4%	4%	2%	-0.6
- O=c1[nH]c(/C=C/c2ccccc2Cl)nc2ccccc12
→ -24%	-5	-15%	5%	-9%	-12%	-7%	-12%	-1.5
- COc1ccccc1N1CCc2c(C)nc3c(OC)cccc3c21
→ 25%	/	0%	27%	-5%	-1%	14%	2%	-4.6
- CSc1ccccc1NC(=O)CN(C)C(=O)c1c(C)nn(Cc2ccccc2)c1C
→ /	0	-3%	-2%	-1%	-3%	5%	13%	-0.1
- COc1cc(=O)n(C)c2cc(N(C)C)ccc12
→ 8%	-2	-2%	-10%	0%	1%	-10%	-44%[inhibitor]	0.2
- O=C(CNC(c1ccccc1)c1ccccc1)Nc1ccccc1F
→ 29%	3	-7%	-10%	11%	7%	-3%	-18%	0.5
- COc1cc(CCCN2CCNC[C@@H]2C(C)O)cc(OC)c1OC (stereo partly drawn)
→ -36%	5	-2%	1%	-2%	-18%	4%	-7%	0.0
- O=C(NCc1ccco1)c1ccc2sc([C@H]3C[C@H](O)[C@@H](CO)O3)nc2c1
→ -3%	6	-11%	-1%	-11%	-4%	-26%	-15%	0.4
- O=C(Nc1nccs1)c1cc(-c2ccco2)nc2ccccc12
→ 3%	-86*	-23%	?	-1%	3%	-19%	7%	-0.2
- CCCOc1ccc(C2C(=O)N(C3CCCCCC3)CC(=O)N2Cc2ccco2)cc1OC (stereo not drawn)
→ /	2	-8%	-3%	1%	5%	-26%	12%	0.3
- COc1ccc(N2C(=NC(=O)C3CCCCC3)SC3CS(=O)(=O)CC32)c(OC)c1 (stereo not drawn)
→ 3%	0	12µM*	-3%	2%	-4%	10%	3%	-4.7
- O=C(/C=C/c1ccco1)NCC1COc2ccccc2O1 (stereo not drawn)
→ 24%	-29	?	-18%	13%	-4%	-5%	-8%	7.2
- Cc1noc(C)c1COC(=O)CCN1c2ccccc2Sc2ccccc21
→ 22%	2	21µM*	-13%	17%	16%	-11%	-9%	-0.8
- Cn1c(=O)cc(SCC(=O)NCc2ccc(F)cc2)c2ccccc21
→ 7%	5	-8%	-12%	3%	9%	-4%	-17%	2.6
- N/C(=N\OC(=O)CCC1CCCC1)c1ccc(Br)cc1
→ /	8	2%	-18%	-50%[inhibitor]	-7%	-1%	1%	0.3
- Cc1cccc(NS(=O)(=O)c2ccc(-n3cccn3)cc2)c1C
→ -10%&0%	-1	-2%	-2%	4%	-5%	2%	8%&-6%	-4.5
- O=C(NC1CCCC1)c1ccc(CS(=O)(=O)c2cccc(C(F)(F)F)c2)o1
→ 24%	8	1%	-15%	-6%	-6%	3%	18%	-1.8
- COc1ccc(C(=O)N=C2CCC(C#N)=C3c4cc(OC)c(OC)cc4CCN23)cc1
→ /	3	-19%	4%	-5%	6%	-7%	0%	-0.7
- C/C(CC(=O)NCc1ccccc1Cl)=N/NC(=O)c1ccccn1
→ 25%	4	-9%	0%	-6%	5%	11%	9%	-0.4
- Cc1ccc(N2C(=O)[C@@H]3[C@H](C2=O)[C@H]2C=CC=NN2[C@@H]3C(=O)Nc2ccc(Cl)cc2)cc1
→ 41%	-27	?	-10%	-12%	8%	-4%	-4%	-1.1

# Eight of the compounds above, as tab-separated lines.
smiles	FUS suppressor	PI5P4Ka inh	PLK1 PBD block	WRN inhibitor	aSyn rescue	EPAC1 agonist	EPAC1 antag	Abeta yeast res	IL-2 act
Cc1noc(C)c1COC(=O)CCN1c2ccccc2Sc2ccccc21	22%	2	21µM*	-13%	17%	16%	-11%	-9%	-0.8
Cn1c(=O)cc(SCC(=O)NCc2ccc(F)cc2)c2ccccc21	7%	5	-8%	-12%	3%	9%	-4%	-17%	2.6
N/C(=N\OC(=O)CCC1CCCC1)c1ccc(Br)cc1	/	8	2%	-18%	-50%[inhibitor]	-7%	-1%	1%	0.3
Cc1cccc(NS(=O)(=O)c2ccc(-n3cccn3)cc2)c1C	-10%&0%	-1	-2%	-2%	4%	-5%	2%	8%&-6%	-4.5
O=C(NC1CCCC1)c1ccc(CS(=O)(=O)c2cccc(C(F)(F)F)c2)o1	24%	8	1%	-15%	-6%	-6%	3%	18%	-1.8
COc1ccc(C(=O)N=C2CCC(C#N)=C3c4cc(OC)c(OC)cc4CCN23)cc1	/	3	-19%	4%	-5%	6%	-7%	0%	-0.7
C/C(CC(=O)NCc1ccccc1Cl)=N/NC(=O)c1ccccn1	25%	4	-9%	0%	-6%	5%	11%	9%	-0.4
Cc1ccc(N2C(=O)[C@@H]3[C@H](C2=O)[C@H]2C=CC=NN2[C@@H]3C(=O)Nc2ccc(Cl)cc2)cc1	41%	-27	?	-10%	-12%	8%	-4%	-4%	-1.1

# Source: PubChem BioAssay
